Source: PubChem (several laboratories)
LMPTP block: blocks human LMPTP phosphatase; P24666; recombinant LMPTP-A, OMFP fluorogenic substrate, fluorescence intensity; inhibition, % at 20 µM; hit rate 0.22% among 360,000;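 active = compounds that cut the enzyme signal by at least half of the control window in the single-dose screen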;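 also: plate controls were DMSO wells with enzyme plus substrate for no effect and substrate without enzyme for full effect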
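Assay system: LMPTP-A enzyme. Input: 0.625 nM LMPTP-A final. Probe or stimulus: 400 µM OMFP. Compound dosing: single 20 µM dose. Schedule: 50 min dark incubation at room temperature. Detection: fluorescence intensity of OMFP turnover product. Read-out: percent inhibition versus substrate-only and uninhibited controls. Benchmarks: no-enzyme low control, uninhibited high control.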
NadD block: inhibitors of Staphylococcus aureus NadD | purified NadD enzyme, colorimetric absorbance read-out | inhibition, % at 20 µM | hit rate 0.78% among 360,000 | AID 602399; in the data active = inhibition above about 26%; also: some compounds past the cut are filed as inactive
TbMetRS inhib: Trypanosoma brucei MetRS inhibition | purified T. brucei MetRS, ATP depletion, Kinase-Glo luminescence | inhibition, % at 11.9 µM | hit rate 0.4% among 360,000 | AID 624268;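 active = inhibition above a per-plate cutoff of the control wells' mean inhibition plus 3 SD, cut at about 5.5% in these data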;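 also: 0% = DMSO wells median and 100% = median of wells with control inhibitor compound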
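Material: T. brucei methionyl-tRNA synthetase, purified; reagent: substrates ATP, L-methionine and bulk Escherichia coli tRNA; dosing: 11.9 µM single point; timing: 15 min plus 2 h at 25 °C; detection: luminescence of leftover ATP; evaluation: % inhibition; control set: DMSO-only wells as low control; replicates: singlicate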
STEP inh: STEP (human) phosphatase inhibition. P54829. recombinant STEP, OMFP fluorogenic substrate, fluorescence. inhibition, % at 20 µM. AID 588621. hit rate 0.25% among 360,000;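 active = inhibition at 20 µM, scaled per plate between control wells, above about 37%, limit read from the data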;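 also: 0% = DMSO with enzyme and substrate and 100% = substrate only without enzyme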
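System: STEP phosphatase, cell-free reaction; Buffer or medium: Bis-Tris pH 6.0 buffer with DTT, detergent; Incubation: 20 min at room temperature, dark; Measured by: fluorescence, 480/540 nm.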
MsrA inhibitor: inhibitors of bovine MsrA; hit rate 0.75% among 360,000; AID 651718; inhibition, % at 15.5 µM; purified bovine MsrA, absorbance read-out; in the data active = inhibition above about 4.5%;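 also: 0% = vehicle wells with enzyme and 100% = reference inhibitor wells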
Scp-1 inhibitor: inhibitors of human Scp-1 phosphatase; AID 493091; hit rate 0.88% among 340,000; Recombinant Scp1, phosphopeptide, malachite green phosphate absorbance; inhibition, % at 20 µM; Q9GZU7;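 active = inhibition above about 50% at 20 µM, limit read from the data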;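 also: plate controls were DMSO wells with enzyme for no effect and wells lacking enzyme for full effect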
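Test system: SCP-1 phosphatase catalytic domain, residues 76-261; measured by: colorimetric phosphate reagent with accelerator and stabiliser, absorbance at 630 nm; timing: enzyme reaction 45 min at room temperature, colour 5 min, stabilisation 30 min; also added: Phosphorylated 17-residue peptide substrate; compound dosing: one concentration, 20 µM, with 1.0% DMSO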
DNMT1 block: DNMT1 (human) enzyme inhibition. P26358. DNMT1 molecular beacon, Hinp1I cleavage, fluorescence. inhibition (reported as % activation of signal), % at 10 µM. hit rate 0.83% among 360,000. AID 588458; in the data active = inhibition above about 50%
Target sequence (P26358 504-1616 limits assumed): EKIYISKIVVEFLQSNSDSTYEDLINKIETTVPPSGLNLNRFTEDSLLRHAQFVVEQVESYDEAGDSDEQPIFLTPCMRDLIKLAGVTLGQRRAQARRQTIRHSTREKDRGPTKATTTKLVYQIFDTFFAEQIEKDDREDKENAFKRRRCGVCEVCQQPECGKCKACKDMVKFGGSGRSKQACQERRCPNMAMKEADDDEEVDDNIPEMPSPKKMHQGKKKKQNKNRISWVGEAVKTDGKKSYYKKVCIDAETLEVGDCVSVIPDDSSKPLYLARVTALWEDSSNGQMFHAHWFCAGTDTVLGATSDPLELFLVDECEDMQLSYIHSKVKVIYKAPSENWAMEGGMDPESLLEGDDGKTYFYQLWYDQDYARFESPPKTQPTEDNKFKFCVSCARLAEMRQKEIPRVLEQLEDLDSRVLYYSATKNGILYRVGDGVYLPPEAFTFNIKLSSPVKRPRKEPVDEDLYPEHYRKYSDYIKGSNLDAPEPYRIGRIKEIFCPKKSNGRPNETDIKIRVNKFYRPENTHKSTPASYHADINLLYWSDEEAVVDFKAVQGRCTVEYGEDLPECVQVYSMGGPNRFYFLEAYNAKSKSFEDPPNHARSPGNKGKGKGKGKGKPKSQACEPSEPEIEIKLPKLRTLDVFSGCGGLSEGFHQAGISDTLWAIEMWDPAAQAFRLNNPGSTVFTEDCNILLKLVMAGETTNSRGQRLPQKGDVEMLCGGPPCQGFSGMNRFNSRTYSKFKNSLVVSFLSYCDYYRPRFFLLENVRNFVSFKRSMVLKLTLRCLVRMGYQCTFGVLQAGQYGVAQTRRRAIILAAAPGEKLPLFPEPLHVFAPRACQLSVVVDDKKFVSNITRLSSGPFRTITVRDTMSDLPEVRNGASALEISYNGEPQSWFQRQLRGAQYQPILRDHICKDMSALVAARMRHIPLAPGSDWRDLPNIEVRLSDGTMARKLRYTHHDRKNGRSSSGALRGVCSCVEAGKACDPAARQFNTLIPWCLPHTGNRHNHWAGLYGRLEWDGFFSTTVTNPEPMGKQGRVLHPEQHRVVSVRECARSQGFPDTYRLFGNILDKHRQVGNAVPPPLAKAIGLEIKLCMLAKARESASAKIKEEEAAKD
SUMO1 PPI mod: SUMO1-SIM interaction modulation | P63165 | SUMO1 binding to a labelled peptide, TR-FRET, 1 h | inhibition, % at 20 µM | hit rate 0.33% among 360,000 | AID 602429; in the data active = inhibition above about 37%
CSN deneddyl inh: inhibitors of human CSN-mediated cullin deneddylation; inhibition, % at 12.5 µM; hit rate 0.38% among 360,000; Q92905; Purified CSN, SCF-Nedd8-OG deneddylation, fluorescence polarization;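 active = pattern-corrected inhibition above about 35%, with an unprinted fluorescence ratio check between 0.5 and 1.5, limit read from the data, passing the limit was not always enough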;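 also: 0% = enzyme with substrate and 100% = substrate without enzyme; some results filed as inactive read as strong as hits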
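Detection – fluorescence polarization · System – HEK293T-derived human Csn5 enzyme · Controls – substrate-only high control, full reaction low control · Timing – 90 min, room temperature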
Rpn11 inh: Rpn11 (human) deubiquitinase inhibition. human 26S proteasome, Ub4-pepOG fluorescence polarization; 20S core pre-blocked with epoxomicin. calls only at 20 µM. hit rate 0.59% among 360,000;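 active = inhibition at 20 µM, scaled to each plate's controls, above about 33%, limit read from the data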
The depositor's hits bear a star; i = inactive; x = not tested or not shown; + = active, no number.

SMILES	LMPTP block	NadD block	TbMetRS inhib	STEP inh	MsrA inhibitor	Scp-1 inhibitor	DNMT1 block	SUMO1 PPI mod	CSN deneddyl inh	Rpn11 inh
CCCNC(=O)C1(C)CCN(C(=O)c2cccc(OC(F)(F)F)c2)C1 (configuration not stated)	0.2	4	-0.2	2	0.8	x	1	1	-4	i
CCOc1c([N+](=O)[O-])cc2c(C)c(C(=O)N3CCN(C)CC3)oc2c1OCC	-1.4	-3	-0.9	1	0.5	3	2	-33	4	i
COC(=O)c1ccccc1NC(=O)COC(=O)CSCC(=O)N1CCOCC1	-0.6	-6	-0.5	2	-0.6	-7	0	-2	-1	i
CN(C)c1cc[n+](CC(=O)Nc2ccc(Cl)c([N+](=O)[O-])c2)cc1	-1.7	-6	0.0	-1	-0.6	-3	1	-20	-2	i
O=C(COC(=O)c1cnc(Cl)c(Cl)c1)c1ccc(F)cc1	1.0	-5	0.1	0	2.6	-11	2	6	-1	i
CC1(Oc2cnc(Cl)c3ccccc23)CCN(Cc2ccc(OC(F)(F)F)cc2)C1 (configuration not stated)	1.6	3	-0.3	2	-0.6	x	-1	-4	0	i
O=C(NCc1nc(-c2ccccc2)no1)c1ccc2c(c1)OCO2	-1.3	-2	-1.5	-1	-0.6	0	2	0	1	i
COc1ccc(NC(=O)N(C)C[C@@H]2OCc3cnnn3CCCC(=O)N([C@@H](C)CO)C[C@H]2C)cc1	-1.2	-5	-0.7	-1	-1.1	x	6	1	-4	i
CCc1ccc2nc(Nc3nc(COC)cc(=O)[nH]3)nc(C)c2c1	1.3	2	-0.7	2	0.3	-1	-7	2	1	i
CCOc1ccc(Br)cc1S(=O)(=O)NCc1ccc(S(N)(=O)=O)cc1	-0.8	-6	0.3	-5	-0.2	-3	-11	-4	-1	i
O=C(COC(=O)c1cc(S(=O)(=O)N2CCOCC2)ccc1F)c1ccccc1	0.5	-1	0.2	-2	-0.2	10	3	4	-2	i
COc1cc(NS(=O)(=O)c2ccc(NC(=S)NC(=O)/C=C/c3ccco3)cc2)ncn1	4.7	23	0.0	5	3.5	49	98*	48*	49*	+
O=C(C[C@@H]1C/C=C\C[C@H](Cc2ccc(F)cc2)C(=O)OC[C@@H]2CCCN2C1=O)N[C@H](CO)Cc1ccccc1	-1.0	-5	-0.6	-1	1.0	-2	0	13	-4	i
O=C1NCCCc2c1oc1cc(Br)c(O)c(Br)c21	-5.6	-6	-0.2	0	3.4	-5	2	-1	-4	i
O=C(CSc1nnc(-c2cccs2)o1)N1CCOCC1	-2.2	4	-1.7	0	-0.3	-6	-2	-9	5	i
CCCc1cc(C(=O)N(C)CC(=O)Nc2ccc(OCC)c(OCC)c2)sc1C	-0.2	-3	-0.8	-2	0.7	1	6	0	8	i
COCCn1nnnc1C(c1cccs1)N1CCN2CCCC2C1 (configuration not stated)	-3.5	2	-0.4	-2	0.4	-8	-1	0	-12	i
Cc1[nH]c(=O)[nH]c(=O)c1NS(=O)(=O)c1ccc2c(c1)CCCC2	-1.1	3	-1.3	1	-0.1	1	7	1	0	i
NS(=O)(=O)c1ccc(CCNC(=O)c2ccc3c(=O)n4c(nc3c2)CCCCC4)cc1	-0.9	1	-0.3	-1	0.2	-8	2	2	-4	i
Cc1nn(CC(=O)N2CCN(C)CC2)c(=O)c2c1sc1ccccc12	-1.1	2	0.0	0	0.5	-1	0	-10	25	i

Whole records, quoted from the list. Values in the order: LMPTP block | NadD block | TbMetRS inhib | STEP inh | MsrA inhibitor | Scp-1 inhibitor | DNMT1 block | SUMO1 PPI mod | CSN deneddyl inh | Rpn11 inh
Cc1[nH]c(=O)[nH]c(=O)c1NS(=O)(=O)c1ccc2c(c1)CCCC2 in the list: -1.1 | 3 | -1.3 | 1 | -0.1 | 1 | 7 | 1 | 0 | i
O=C(COC(=O)c1cnc(Cl)c(Cl)c1)c1ccc(F)cc1 in the list: 1.0 | -5 | 0.1 | 0 | 2.6 | -11 | 2 | 6 | -1 | i
COCCn1nnnc1C(c1cccs1)N1CCN2CCCC2C1 (configuration not stated) in the list: -3.5 | 2 | -0.4 | -2 | 0.4 | -8 | -1 | 0 | -12 | i
O=C(COC(=O)c1cc(S(=O)(=O)N2CCOCC2)ccc1F)c1ccccc1 in the list: 0.5 | -1 | 0.2 | -2 | -0.2 | 10 | 3 | 4 | -2 | i
Cc1nn(CC(=O)N2CCN(C)CC2)c(=O)c2c1sc1ccccc12 in the list: -1.1 | 2 | 0.0 | 0 | 0.5 | -1 | 0 | -10 | 25 | i

Following part:
SMILES	LMPTP block	NadD block	TbMetRS inhib	STEP inh	MsrA inhibitor	Scp-1 inhibitor	DNMT1 block	SUMO1 PPI mod	CSN deneddyl inh	Rpn11 inh
COc1ccc2[nH]c3c(c2c1)CN(C)CC3	-0.7	1	-0.8	2	-0.4	9	-2	0	-1	i
CCc1ccccc1NC(=O)CSC1=C(C#N)C(c2ccc(O)c(OC)c2)C2=C(CCCC2=O)N1 (configuration not stated)	1.1	0	-0.3	1	2.7	-12	7	-4	-5	i
Cc1cc(OC(C)C(=O)N(Cc2ccco2)C2CCS(=O)(=O)C2)ccc1Cl (configuration not stated)	0.4	-3	-0.2	-4	x	-14	-1	0	2	i
Cc1ccc2c(CC(=O)NNC(=O)c3ccccc3)coc2c1	-1.2	12	-0.4	0	-0.2	-3	1	1	1	i
C=CCCC(=O)N(C)CCO	-0.2	-4	-0.3	2	0.7	0	4	-2	104	i
COC(=O)CN1C(=O)[C@H]2[C@@H](c3ccc(C)o3)N3C(=O)CN(Cc4ccccn4)C(=O)[C@@]3(C)[C@H]2C1=O	-2.0	0	-0.4	0	-0.8	8	3	2	-5	i
Cc1ccc(NS(=O)(=O)c2cc(C(=O)NCc3ccncc3)ccc2C)cc1	-1.5	-2	-0.3	-3	1.6	-2	-2	-2	-9	i
COc1ccc(C2c3cc4c(cc3OC(N3CCOCC3)C2C)OCO4)c(OC)c1 (configuration not stated)	2.7	2	0.0	2	-1.8	-5	-3	5	1	i
CC(=O)Nc1ccc(S(=O)(=O)Nc2ncccn2)cc1	-4.0	-4	-0.4	-3	0.3	-11	-8	-2	-5	i
COc1ccc(C(=O)NC2CC2)cc1OC1CCN(Cc2cc(C)cc(C)c2)CC1	-1.6	-3	0.1	1	-0.3	-5	0	-4	2	i
CCN(CC)C(=O)C1CCCN(C/C=C/c2ccccc2)C1 (configuration not stated)	0.1	-8	0.6	-6	-0.6	10	1	4	-2	i
CN(C)CCNc1ncnc2c1ncn2[C@H]1CN(Cc2cccs2)C[C@@H](CO)O1	-7.2	1	-0.5	-3	-0.4	x	4	-4	-1	i
CC1CCN(S(=O)(=O)c2cn(CC(=O)N3CCN(c4cccc(C(F)(F)F)c4)CC3)cn2)CC1	1.2	1	-0.7	3	x	-3	1	5	0	i
COc1cc(CNCCNCC(C)O)ccc1OCc1ccc(Cl)nc1 (configuration not stated)	-2.1	-7	-0.3	-1	0.5	-5	3	-1	-2	i
c1ccc(Cc2c(-c3ccco3)nc3c4ccccc4ccn23)cc1	5.9	9	-2.4	0	1.3	x	-16	8	15	i
CN(CCO)c1nc(N)c2c(N)nc3c(c2c1C#N)CC(=O)N3Cc1cccs1	3.3	7	-0.3	3	-0.3	-7	-13	9	2	i
COc1ccccc1NC(=S)NC(=O)c1ccc(Cn2cc(Br)cn2)cc1	0.4	-4	-0.6	-3	2.3	-6	-10	-1	4	i
CCn1nc(C(=O)Nc2nc3ccc(C)cc3s2)c2ccccc2c1=O	0.1	-3	-0.4	6	-1.2	-5	-10	4	0	i
CC(=O)c1ccc(OCCn2cnc3ccccc32)cc1	2.2	-4	0.5	1	2.3	-8	-1	-1	-15	i
COc1cc(-c2noc(C)c2C#CC2(O)CCCCC2)cc(OC)c1OC	1.3	-4	-0.4	-3	0.4	-6	-6	3	-5	i
COCCN1CC(O)=C(c2nc3ccccc3c(=O)[nH]2)C1=N	-0.2	1	-0.8	2	1.5	-2	3	2	-2	i
CCC1(c2ccc(F)cc2)NC(=O)NC1=O (configuration not stated)	-2.0	-3	0.0	-3	-1.2	-2	-1	4	3	i
Cn1nc(C(F)(F)F)c(C(=O)Nc2ccc(F)cc2)c1Cl	-0.9	2	0.0	-1	0.1	-9	4	-3	-9	i
COc1cccc(Nc2nc3ccccc3nc2NS(=O)(=O)c2cccs2)c1	1.2	7	-0.1	-4	1.7	-11	-19	10	9	i
CCNC(=O)COC(=O)COc1ccc(Cl)cc1C	-0.9	-1	0.1	-3	0.5	3	4	-1	-1	i
COc1cc(/C=C2\SC(=S)N(CCC(=O)Nc3ccccc3O)C2=O)cc(OC)c1OC	0.9	9	-0.4	0	0.8	-4	-13	-6	4	i
O=C(Nc1ccccn1)c1cccc(S(=O)(=O)N2CCc3ccccc3C2)c1	1.8	-2	-0.4	0	-0.8	0	2	5	6	i
COc1cc2c(cc1OC)C(c1cccc(Br)c1)NC(=O)C2 (configuration not stated)	-1.8	-1	4.0	1	-0.8	1	2	6	3	i
CCC(C(=O)NCCN1CCOCC1)n1c2ccccc2c2nc(=O)cc(C)n21 (configuration not stated)	0.8	-3	-0.2	-2	-0.1	-4	0	-1	1	i
O=C(c1ccc(-c2ccccc2)cc1)C1CCCN(C(=O)Cn2cncn2)C1 (configuration not stated)	-0.5	-7	0.1	-1	0.5	14	2	-1	0	i
COc1ccc(S(=O)(=O)N2CCc3ccccc32)cc1C(=O)N(CC(C)C)C1CCS(=O)(=O)C1 (configuration not stated)	-0.2	-2	0.0	-1	-0.4	-4	-5	2	4	i
CC1=NN(C(N)=S)C(=O)C1N=Nc1c(C)n(C)n(-c2ccccc2)c1=O (configuration not stated)	-0.1	14	-1.0	3	2.2	-7	-11	-21	1	i
Cc1cc2c(cc1C)CSC(c1ccccc1O)SC2	2.0	-4	-0.5	17	0.6	-14	-9	3	-3	i
O=[N+]([O-])c1cccc2cn[nH]c12	0.3	-1	-0.5	1	3.7	-3	2	-33	-9	i
O=S(=O)(Cc1ccccc1)N1CCN(Cc2c(F)cccc2Cl)CC1	-0.3	6	-0.4	-2	-0.9	6	2	0	-4	i
COc1cc(Br)c(/C=C/c2ccc3cccc(O)c3n2)cc1OC	3.0	26	-0.2	4	0.0	-10	-9	5	4	i
Cc1cc(/C=N/NC(=O)c2cccc(N(C)C)c2)c(C)n1-c1cc(C(=O)O)cc(C(=O)O)c1	-0.6	7	-0.5	17	x	66*	81*	22	14	i
O=C(COc1cc2oc(=O)c3c(c2cc1Cl)CCC3)N1C[C@H]2C[C@@H](C1)c1cccc(=O)n1C2	0.8	9	-0.5	4	1.7	4	2	-5	3	i
